High-throughput results deposited in PubChem BioAssay by several laboratories.
MEKK2wt PB1 HTS – raises or lowers MEK5 binding to wildtype human MEKK2 PB1 domain; bead flow cytometry, Alexa488-MEK5 binding to MEKK2 WT; actives lie on both sides; binding response (% of control), % at 10 µM; 290,000 compounds, 1.1% hits; AID 1531; in the data active = binding response below about 67% or above about 130%
OXTR agonist – agonists of human oxytocin receptor; P30559; AID 2435; activation, % at 3 µM; CHO-OTR cells, Fluo-8 calcium fluorescence; normalized: DMSO 0%, oxytocin 100%; 320,000 compounds, 0.32% hits;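 active = activation above the mean of all tested compounds plus 3 SD, cutoff set per screening run, cut at about 20% in these data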;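 also: peak over basal fluorescence ratio from a 100 s FLIPR kinetic read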
PHOSPHO1 block – PHOSPHO1 (human) inhibition. Q8TCT1. recombinant PHOSPHO1, absorbance phosphatase assay. 290,000 compounds, 1.1% hits. inhibition, % at 13.3 µM; in the data active = inhibition above about 60%
GalR3 antag – antagonists of human GalR3; O60755; HEK293 GalR3-CNG cAMP membrane potential fluorescence; galR3 body fused to GalR1 C-terminus; inhibition, % at 3 µM; 360,000 compounds, 0.44% hits; AID 651719;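 active = inhibition above the screen-wide average plus 3 SD, cut at about 13% in these data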;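 also: forskolin and galanin both at EC90 stimulate the cells; cAMP rise reported by CNG channel membrane potential dye signal; 0% = forskolin plus galanin with DMSO and 100% = forskolin alone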
Target sequence (O60755 1-299 limits assumed): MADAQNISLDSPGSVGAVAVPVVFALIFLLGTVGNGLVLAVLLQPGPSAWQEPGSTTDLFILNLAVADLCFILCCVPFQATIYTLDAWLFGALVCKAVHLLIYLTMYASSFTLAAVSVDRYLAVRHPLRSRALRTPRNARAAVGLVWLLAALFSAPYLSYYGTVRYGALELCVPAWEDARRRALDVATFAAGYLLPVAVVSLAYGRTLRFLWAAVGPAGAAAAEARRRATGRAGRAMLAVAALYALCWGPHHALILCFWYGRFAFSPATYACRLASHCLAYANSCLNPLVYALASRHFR
NALP1 yeast inh – inhibitors of NALP1 inflammasome in yeast; AID 2071; inhibition, % at 10 µM; 280,000 compounds, 0.61% hits; S. cerevisiae NALP1/ASC/caspase-1 growth, X-gal OD620, 72 h; in the data active = inhibition mostly above about 24%, no sharp cut-off; inactive = mostly below about 32%; also: some compounds called inactive have numbers as strong as hits
V1aR counter – activates human V1a receptor in oxytocin agonist counter-screen; CHO-V1R cells, Fluo-8 calcium fluorescence, agonist mode; 0% DMSO, 100% 3 nM vasopressin; activation, % at 3 µM; 320,000 compounds, 0.25% hits;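 active = activation above the mean activation of all tested compounds plus 3 SD, per screening run, cut at about 20% in these data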;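 also: signal is peak over basal fluorescence ratio across a 100 second FLIPR read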
GPR7 antag – antagonists of human GPR7 (neuropeptides B/W receptor 1) | 290,000 compounds, 1.1% hits | inhibition, % at 4.4 µM | P48145 | GPR7-expressing cells, fluorescence antagonist assay | AID 1861; in the data active = inhibition above about 16%, passing the limit was not always enough;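 also: cells stimulated with the agonist NPW; 0% = agonist with vehicle and 100% = vehicle without agonist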
MEKK2 mut-MEK5 – signal of MEK5 binding to mutant human MEKK2 PB1 domain | bead flow cytometry, Alexa488-MEK5 binding to MEKK2 mutant | percent response, % at 10 µM | 290,000 compounds, 0.35% hits; in the data active = percent response above about 24%, passing the limit was not always enough; also: inactives centre near 1; some results filed as inactive read as strong as hits; reference of the scale not given here
MEKK3 PB1 HTS – modulators (inhibitors or enhancers) of MEK5 binding to human MEKK3 PB1 domain; Q99759; bead-based flow cytometry, Alexa488-MEK5 binding to MEKK3; actives lie on both sides; 0 = blocked by unlabeled MEK5, 100 = vehicle; binding response (% of control), % at 10 µM; 290,000 compounds, 1.4% hits; AID 1529;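 active = binding response more than 3 SD above or below the average of its plate-row segment, actives on both sides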;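 also: Alexa488 bead fluorescence after subtracting the streptavidin-only scavenger bead signal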
Target sequence (Q99759 whole entry, looked up, the tested form may be a part): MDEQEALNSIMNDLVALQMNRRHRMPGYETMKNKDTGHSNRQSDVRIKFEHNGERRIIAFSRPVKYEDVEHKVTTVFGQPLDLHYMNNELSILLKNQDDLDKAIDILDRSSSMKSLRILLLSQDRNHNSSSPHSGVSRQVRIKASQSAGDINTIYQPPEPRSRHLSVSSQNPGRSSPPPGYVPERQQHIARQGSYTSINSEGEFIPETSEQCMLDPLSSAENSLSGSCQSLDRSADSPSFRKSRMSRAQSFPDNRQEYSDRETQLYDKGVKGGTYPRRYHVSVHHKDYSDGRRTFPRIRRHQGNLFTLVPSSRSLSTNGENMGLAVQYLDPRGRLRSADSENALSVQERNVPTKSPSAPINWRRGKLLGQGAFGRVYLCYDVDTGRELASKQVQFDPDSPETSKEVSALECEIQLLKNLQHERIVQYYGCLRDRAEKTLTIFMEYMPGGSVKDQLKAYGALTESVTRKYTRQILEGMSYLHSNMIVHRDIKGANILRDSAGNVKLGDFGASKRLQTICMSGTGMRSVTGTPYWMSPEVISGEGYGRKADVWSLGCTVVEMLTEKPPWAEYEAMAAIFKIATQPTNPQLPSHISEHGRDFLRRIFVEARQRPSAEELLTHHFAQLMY
Starred values were filed as active, the others as inactive; / = no result given. No enrichment for hits (roughly 5.4% active in at least one column).

SMILES	MEKK2wt PB1 HTS	OXTR agonist	PHOSPHO1 block	GalR3 antag	NALP1 yeast inh	V1aR counter	GPR7 antag	MEKK2 mut-MEK5	MEKK3 PB1 HTS
O=C(CCC1CCCN(C(=O)c2cc3ccccc3o2)C1)NCc1ccc(F)c(F)c1 (configuration not stated)	110	-1.1	/	-12	/	4.2	-5	8	109
Cc1cc2nnc(SCC(=O)Nc3cccc(S(=O)(=O)N4CCOCC4)c3)n2c2ccccc12	119	1.9	-10	-3	20	2.5	-3	18	106
O=C1CC(Cc2ccccc2)C(=O)N1c1ncccn1 (configuration not stated)	102	1.7	49	-5	-3	0.2	-3	1	102
Cc1onc(-c2ccccc2)c1C(=O)NCc1ccc(Cl)cc1	101	/	9	1	7	/	11	-2	101
CN(C)NC(=S)Nc1ccc(Cl)cc1	106	0.7	14	-2	-16	0.4	-1	2	104
COc1cc(C)ccc1OCc1cc(C(=O)N(C)CCCN2CCOCC2)no1	101	0.3	44	-10	13	2.2	6	-1	98
Cc1csc2nc(CSc3ccc(Cl)cc3)cn12	101	-1.9	3	/	/	0.3	20	3	99
COC(=O)c1sc(Nc2ccccc2)nc1C	88	-2.9	10	0	18	-1.1	3	-8	90
COc1ccc(Cc2nc3ccc(C(=O)NCC4COCCO4)cc3o2)cc1OC (configuration not stated)	99	2.4	30	3	7	4.0	-3	0	99
COc1ccc(-c2nc(NC(=O)Cn3cnnn3)sc2C)cc1	93	1.8	58	-6	5	0.8	-13	-3	76
Cc1ccccc1NC(=O)CSc1nc2c(c(-c3ccco3)c1C#N)CCCC2	95	0.0	-15	/	-2	1.0	-4	0	96
CC(C)Oc1ccc(C(=O)Nc2ccc3c(c2)n(C)c(=O)n3C)cc1	112	-1.7	-41	-10	3	-0.7	7	8	105
Cc1ccc(-c2cc(C(=O)N3CCCc4ccccc43)no2)cc1	104	-1.2	24	-4	11	0.0	-7	3	102
O=C(NCc1ccco1)C1CN(S(=O)(=O)c2ccccc2)CCN1S(=O)(=O)c1ccccc1 (configuration not stated)	103	-0.1	-2	-4	10	-0.3	-3	2	103
CCOc1ccc(N2C(=O)/C(=C/c3cc(OC)c(OC)c(OC)c3)N(CC(=O)OC)C2=S)cc1	93	-2.2	37	-5	6	0.8	13	-3	93

Of the compounds above, three contain a furan ring, fused or not:
SMILES	MEKK2wt PB1 HTS	OXTR agonist	PHOSPHO1 block	GalR3 antag	NALP1 yeast inh	V1aR counter	GPR7 antag	MEKK2 mut-MEK5	MEKK3 PB1 HTS
O=C(CCC1CCCN(C(=O)c2cc3ccccc3o2)C1)NCc1ccc(F)c(F)c1 (configuration not stated)	110	-1.1	/	-12	/	4.2	-5	8	109
Cc1ccccc1NC(=O)CSc1nc2c(c(-c3ccco3)c1C#N)CCCC2	95	0.0	-15	/	-2	1.0	-4	0	96
O=C(NCc1ccco1)C1CN(S(=O)(=O)c2ccccc2)CCN1S(=O)(=O)c1ccccc1 (configuration not stated)	103	-0.1	-2	-4	10	-0.3	-3	2	103

Next section.
SMILES	MEKK2wt PB1 HTS	OXTR agonist	PHOSPHO1 block	GalR3 antag	NALP1 yeast inh	V1aR counter	GPR7 antag	MEKK2 mut-MEK5	MEKK3 PB1 HTS
CCCCOc1ccc(S(=O)(=O)N2CCCCC2)cc1	97	-1.1	30	-7	20	6.7	12	1	99
CCC(=O)Nc1cccc(NC(=O)CSc2nnc(-c3ccc(NS(C)(=O)=O)cc3)n2CC)c1	106	0.6	1	-4	-8	-0.5	-3	5	105
Cc1ccc(S(=O)(=O)NN2C(=O)c3ccccc3NC2(C)C)cc1	105	-0.1	7	-7	16	0.2	-6	0	102
COCC(=O)Nc1nnc(C2CCCCC2)s1	121	-0.6	-25	-1	8	0.9	2	3	114
Cc1ccccc1COC(=O)CCCC1=NS(=O)(=O)c2ccccc2N1	103	24*	30	-8	-8	17	11	3	102
CC(C)c1ccc(NC(=O)c2ccc3c(c2)CCN3S(C)(=O)=O)cc1	97	1.1	22	-10	19	8.0	-10	0	94
CC/C(C)=C1\SC(N2CCN(C(C)=O)CC2)=NC1=O	95	0.0	-12	4	8	1.6	-10	-9	88
Cc1nnc(SCC(=O)NC(C)(C)C)n1NCc1c(F)cccc1Cl	98	1.5	44	-1	-14	0.8	-6	2	101
Cc1ccc2oc(C(=O)Nc3ccc(S(=O)(=O)Nc4onc(C)c4C)cc3)cc(=O)c2c1	103	-0.8	28	2	26	-0.4	3	4	104
CC(C)NC(=O)C1CCN(Cc2cnn(-c3ccccc3)c2-n2cccc2)CC1	106	1.0	-5	-4	-7	0.5	-4	3	107
O=C(Nc1ccccc1N1CCOCC1)c1ccc(Cl)c(S(=O)(=O)NCc2ccco2)c1	93	-0.8	32	0	-5	4.1	8	-6	97
O=C(NCc1ccco1)c1ccc(COCC(F)(F)C(F)F)cc1	113	-0.4	34	-3	14	0.8	7	9	110
Clc1ccc2nc(N3CCCCC3)sc2c1	108	-1.8	-3	-2	25	-0.1	-4	11	100
COc1cccc(CN2CCNC(=O)C2CC(=O)NCCCC2CCCC2)c1OC (configuration not stated)	105	-1.6	41	-1	14	0.7	-8	9	103
Cn1cc([N+](=O)[O-])c(C(=O)N2CCCCCC2)n1	107	-0.3	8	0	5	-0.3	-12	9	100
COc1cc(/C=N\NC(=O)c2c(C)nc3cc(C)ccn23)ccc1O	93	-0.4	23	2	-4	-1.0	-5	-5	107
Cc1cc(C(=O)Nc2ccc(C(=O)O)cc2)c(C)o1	96	-0.3	30	-11	-2	0.1	-8	1	100
CC1CN(CC(=O)Nc2cc(S(=O)(=O)N3CCCC3)ccc2Cl)CC(C)O1 (configuration not stated)	99	0.9	10	2	-2	0.3	-9	0	106
COc1ccc(C(=O)N/N=C(\C)CC(=O)Nc2ccc(N(C)C)cc2)c(OC)c1	102	-0.9	8	4	18	1.1	0	2	99
COc1cc(/C=C2/C(=N)N3C=CSC3=NC2=O)ccc1OCCCOc1cc(C)ccc1C	102	-1.5	-123	-7	7	-1.1	-6	-1	101
OC1(c2cccnc2)CCN(Cc2nnnn2Cc2ccccc2)CC1	87	1.3	-5	5	12	2.0	1	-11	94
Cc1c(Br)ccc(NC(=O)Cn2nc(-c3cccs3)ccc2=O)c1C	94	0.5	15	-6	-2	3.5	13	-1	100
CCC1COC(c2cccn2Cc2ccccc2Cl)=N1 (configuration not stated)	99	-2.0	-4	-6	-2	-1.2	-4	-5	105
CCc1nc(Sc2nnnn2-c2ccccc2)c2c3c(sc2n1)CCCC3	100	-1.4	-8	-2	40	0.0	0	-2	100
CC12CCC(c3n[nH]c(=S)nc31)C2(C)C (configuration not stated)	98	-0.2	10	-7	31	1.4	13	-2	97
COc1cc(C(=O)OCCNC(=O)c2ccccc2)cc(OC)c1OC	103	-0.1	23	-7	12	2.1	-5	6	107
N#Cc1cccc(N=Cc2c(O)ccc3ccccc23)c1	97	0.1	2	-2	49	2.0	-3	-2	99
CCOC(=O)N1CCN(C(=O)CN(Cc2ccccc2)S(=O)(=O)c2ccc(OC)c(C)c2)CC1	100	-1.2	-27	0	4	-1.2	7	15	98
COc1cc(C)ccc1OCc1cc(C(=O)N2CCCCCC2)no1	101	/	36	3	18	/	9	-5	101
c1ccc(C2=Nn3c(nnc3-c3ccccn3)SC2)cc1	101	-1.8	11	-5	10	0.6	-5	1	102
CC(=O)Nc1ccc(NC(=O)c2c(C)nn(Cc3ccccc3Cl)c2C)cc1	103	1.8	23	-7	18	1.1	1	5	100
CCN(CC(=O)NC(C)(C)C)Cc1nc2c(Br)cc(Br)cc2c(=O)[nH]1	99	5.2	55	-6	-8	1.9	-5	2	102
O=C(CSc1ncnc2ccccc12)Nc1ccc2c(c1)OCCO2	104	0.4	15	0	3	0.0	1	2	97
O=C(Nc1cc(=O)c2ccccc2o1)N1CCOCC1	104	-1.8	7	0	0	-0.2	-24	1	104
O=C(Nc1cccc2c1CCCC2)c1ccccc1Br	103	-2.5	49	-3	-1	-0.8	-13	5	106
O=C(CSc1nc(-c2ccc(F)cc2)cs1)NCCN1C(=O)CSC1=O	73	-0.1	19	1	-10	0.3	14	-10	64
CC(=O)C1=C(O)CC(C)(C)CC1=NCc1nc2ccccc2[nH]1	98	-0.2	-4	0	11	0.8	-24	-1	99
CC(C)Nc1ccc(C(CC(N)=O)NC(=O)Cc2ccc(Cl)cc2)cc1[N+](=O)[O-] (configuration not stated)	96	-0.7	34	-1	/	0.0	/	3	99
COc1ccc(C2OCC3(CO2)SC(N)=NC3=O)cc1 (configuration not stated)	97	-0.5	12	3	-4	-0.7	-3	2	101
CC(C)N(CCNC(=O)C1CCCN(c2ncnc3c2nc2n3CCCCC2)C1)Cc1ccccc1 (configuration not stated)	99	-2.4	17	0	10	-0.5	-9	5	101
CCOc1cc(S(=O)(=O)Nc2ccc(CC)cc2)ccc1Cl	104	-0.5	4	-6	-2	0.5	-12	4	104
COc1ccc(C(C(=O)NCC2CCCO2)N(C(=O)CNC(=O)c2cccs2)c2ccccc2C)cc1OC (configuration not stated)	102	4.1	-6	-2	-20	-0.7	-8	1	103
O=C(CN1CCOCC1)Nc1ccc(C2CCCCC2)cc1	96	0.7	-2	-6	8	0.1	-1	-3	95
CCOC(=O)Cc1csc(NC(=O)CN(C)S(=O)(=O)c2ccc3c(c2)CCC(=O)N3)n1	112	0.9	3	3	/	0.4	-5	9	107
Cn1c(O)c(N=NC(=O)Cn2ccc(C(F)(F)F)n2)c2ccccc21	102	-0.1	16	-2	25	-0.6	-2	1	99
COc1ccc(CNC(=O)C2CCC(=O)N(CCCN3CCCC3=O)C2)c(OC)c1 (configuration not stated)	102	0.3	31	-5	3	-0.1	-11	2	100
CCc1c(C(=O)N/N=C/c2ccsc2)csc1C	96	-0.5	-15	-3	44	0.6	-9	-1	95
Cc1ccccc1NC(=O)CCc1nnc2ccc(N3CCC4(CC3)OCCO4)nn12	93	0.0	36	-8	2	1.2	2	-16	91
CC(C)c1[nH]nc2c1C1(CCN(Cc3ccccc3)CC1)C(C#N)=C(N)O2	96	1.5	7	-6	-14	1.1	-3	0	98
CN(c1ccccc1)S(=O)(=O)c1ccc(Cl)c(C(=O)NCCc2c[nH]c3ccccc23)c1	103	-2.7	-10	-5	28	0.0	0	-1	100
Cc1c(C(=O)N2CCCC2)c(S(=O)(=O)NCCc2ccccc2)c(C)n1C	101	2.0	24	0	0	0.9	-7	5	101
COCCN(Cc1cc2cc3c(cc2nc1Cl)OCO3)C(C)=O	83	0.2	-22	2	14	1.6	-1	-15	95
Cc1ccc(NC(=O)NC2=NN(c3ccccc3)C(=O)/C2=C2/CCCN2C)cc1	95	-1.4	2	-4	-2	1.6	-8	-3	95
CCc1nc2cc(Cl)c(Cl)cc2nc1CC	102	0.2	-22	5	-3	0.8	-8	-3	98
Cc1cccn2c(=O)c(C=Nc3ccccc3)c(NCc3ccco3)nc12	99	-2.4	49	/	9	-1.2	-3	1	104
CC(=O)Nc1ccc(S(=O)(=O)N2CCN(c3ccc([N+](=O)[O-])c(NCCN4CCOCC4)c3)CC2)cc1	108	-1.3	6	-2	36	0.0	0	11	99
COc1ccc(-n2nnnc2-c2ccccc2)cc1	99	1.0	0	-13	11	0.6	7	3	102
COc1ccc(O)c(/C=C2/SC(=S)N(Cc3ccccc3)C2=O)c1	83	1.0	-30	-8	10	0.8	-10	0	101
CCN1CCN(CC(=O)NC2CCCC2)C(=O)C1=O	99	0.4	3	2	-30	1.2	-11	9	99
Cc1nn(S(=O)(=O)N2CCOCC2)c(C)c1Br	103	-0.2	37	-5	11	0.6	-2	0	102
Cc1ccc(S(=O)(=O)N(C)/N=C/c2ccc(C(=O)O)cc2)cc1	95	1.6	25	0	12	-0.1	-35	-2	99
